# MEKK2wt PB1 HTS – raises or lowers MEK5 binding to wildtype human MEKK2 PB1 domain | Q9Y2U5 | bead flow cytometry, Alexa488-MEK5 binding to MEKK2 WT; actives lie on both sides | binding response (% of control), % at 10 µM | 290,000 compounds, 1.1% hits | AID 1531; in the data active = binding response below about 67% or above about 130%
# PHOSPHO1 block – blocks human PHOSPHO1 phosphatase activity; Q8TCT1; recombinant PHOSPHO1, absorbance phosphatase assay; inhibition, % at 13.3 µM; 290,000 compounds, 1.1% hits; in the data active = inhibition above about 60%
# GPR7 antag – antagonists of human GPR7 (neuropeptides B/W receptor 1). GPR7-expressing cells, fluorescence antagonist assay. 290,000 compounds, 1.1% hits. P48145. inhibition, % at 4.4 µM; in the data active = inhibition above about 16%, passing the limit was not always enough;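 also: cells stimulated with the agonist NPW; 0% = agonist with vehicle and 100% = vehicle without agonist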
# NALP1 inh – inhibitors of NALP1 inflammasome in yeast; 280,000 compounds, 0.61% hits; inhibition, % at 10 µM; S. cerevisiae NALP1/ASC/caspase-1 growth, X-gal OD620, 72 h; AID 2071; in the data active = inhibition mostly above about 24%, no sharp cut-off; inactive = mostly below about 32%; also: some compounds called inactive have numbers as strong as hits
# GalR3 antagonist – human GalR3 antagonism. O60755. HEK293 GalR3-CNG cAMP membrane potential fluorescence; galR3 body fused to GalR1 C-terminus. inhibition, % at 3 µM. 360,000 compounds, 0.44% hits. AID 651719;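 active = inhibition above the screen-wide average plus 3 SD, cut at about 13% in these data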;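 also: forskolin and galanin both at EC90 stimulate the cells; cAMP rise reported by CNG channel membrane potential dye signal; 0% = forskolin plus galanin with DMSO and 100% = forskolin alone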
# MEKK2 mut-MEK5 – signal of MEK5 binding to mutant human MEKK2 PB1 domain. percent response, % at 10 µM. 290,000 compounds, 0.35% hits. bead flow cytometry, Alexa488-MEK5 binding to MEKK2 mutant; in the data active = percent response above about 24%, passing the limit was not always enough; also: inactives centre near 1; some results filed as inactive read as strong as hits; reference of the scale not given here
# V1aR counter – activates human V1a receptor in oxytocin agonist counter-screen; P37288; CHO-V1R cells, Fluo-8 calcium fluorescence, agonist mode; 0% DMSO, 100% 3 nM vasopressin; activation, % at 3 µM; 320,000 compounds, 0.25% hits;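 active = activation above the mean activation of all tested compounds plus 3 SD, per screening run, cut at about 20% in these data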;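 also: signal is peak over basal fluorescence ratio across a 100 second FLIPR read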
# Target sequence (P37288 whole entry, looked up): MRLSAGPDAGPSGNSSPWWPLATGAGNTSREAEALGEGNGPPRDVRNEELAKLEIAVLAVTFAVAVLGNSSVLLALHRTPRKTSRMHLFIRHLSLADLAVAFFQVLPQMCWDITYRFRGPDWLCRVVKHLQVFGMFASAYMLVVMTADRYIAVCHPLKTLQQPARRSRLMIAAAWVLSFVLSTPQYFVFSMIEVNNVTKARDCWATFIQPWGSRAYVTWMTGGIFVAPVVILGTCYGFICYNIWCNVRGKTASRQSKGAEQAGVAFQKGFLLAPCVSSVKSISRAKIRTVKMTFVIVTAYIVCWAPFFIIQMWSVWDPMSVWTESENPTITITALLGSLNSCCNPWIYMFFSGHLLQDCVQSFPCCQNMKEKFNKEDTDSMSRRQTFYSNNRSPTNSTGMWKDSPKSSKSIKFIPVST
# MEKK3 PB1 HTS – modulators (inhibitors or enhancers) of MEK5 binding to human MEKK3 PB1 domain. bead-based flow cytometry, Alexa488-MEK5 binding to MEKK3; actives lie on both sides; 0 = blocked by unlabeled MEK5, 100 = vehicle. Q99759. binding response (% of control), % at 10 µM. 290,000 compounds, 1.4% hits;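 active = binding response more than 3 SD above or below the average of its plate-row segment, actives on both sides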;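 also: Alexa488 bead fluorescence after subtracting the streptavidin-only scavenger bead signal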
# Target sequence (Q99759 whole entry, looked up, the tested form may be a part): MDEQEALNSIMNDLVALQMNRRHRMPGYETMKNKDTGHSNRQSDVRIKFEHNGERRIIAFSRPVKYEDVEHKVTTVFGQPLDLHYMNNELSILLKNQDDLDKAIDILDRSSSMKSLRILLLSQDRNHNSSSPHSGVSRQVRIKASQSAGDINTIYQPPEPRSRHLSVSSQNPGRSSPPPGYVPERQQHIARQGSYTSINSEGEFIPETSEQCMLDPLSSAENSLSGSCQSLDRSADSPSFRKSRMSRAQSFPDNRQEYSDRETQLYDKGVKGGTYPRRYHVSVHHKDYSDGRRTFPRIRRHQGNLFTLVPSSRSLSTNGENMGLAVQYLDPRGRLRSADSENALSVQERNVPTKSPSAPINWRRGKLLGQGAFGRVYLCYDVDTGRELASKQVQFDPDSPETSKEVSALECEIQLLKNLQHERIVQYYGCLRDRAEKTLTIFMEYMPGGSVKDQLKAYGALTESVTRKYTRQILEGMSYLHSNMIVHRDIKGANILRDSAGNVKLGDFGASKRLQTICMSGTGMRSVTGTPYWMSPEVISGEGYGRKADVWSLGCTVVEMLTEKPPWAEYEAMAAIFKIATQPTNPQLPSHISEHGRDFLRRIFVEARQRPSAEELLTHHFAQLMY
# OXTR agonist – human OXTR agonism | P30559 | CHO-OTR cells, Fluo-8 calcium fluorescence; normalized: DMSO 0%, oxytocin 100% | activation, % at 3 µM | 320,000 compounds, 0.32% hits | AID 2435;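 active = activation above the mean of all tested compounds plus 3 SD, cutoff set per screening run, cut at about 20% in these data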;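 also: peak over basal fluorescence ratio from a 100 s FLIPR kinetic read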
# * hit, by the source's call; . = not tested or not shown.
SMILES,MEKK2wt PB1 HTS,PHOSPHO1 block,GPR7 antag,NALP1 inh,GalR3 antagonist,MEKK2 mut-MEK5,V1aR counter,MEKK3 PB1 HTS,OXTR agonist
N#CC(=C=[N-])c1nc2ccccc2nc1-[n+]1cccc(NC(=O)c2cccs2)c1,93.0,24.4,-3.7,23.4,-2.3,-11.0,0.6,93.0,1.4
C/C(=C\C(=S)Nc1ccccc1)Nc1ccc2ccccc2c1,101.0,-4.6,-3.4,13.5,-7.2,-1.0,-0.4,108.0,-0.2
O=C(CC(c1ccccc1)c1ccccc1)NCc1cccnc1,99.0,-12.7,-6.0,14.3,-6.0,7.0,2.1,92.0,2.4
O=S(=O)(c1ccc(F)cc1)N1CCN(c2ccccc2)CC1,92.0,10.7,3.3,-18.7,-4.0,1.0,-0.8,99.0,-0.7
COc1ccc(CNC(=O)CN2C(=O)CSc3ccc(S(=O)(=O)N4CCOCC4)cc32)cc1,100.0,11.9,-8.2,9.9,-1.8,1.0,-1.0,101.0,-0.5
O=C(NCCCc1ccccc1)c1ccc([N+](=O)[O-])cc1Cl,104.0,40.8,-2.4,11.4,-4.0,5.0,-1.1,103.0,-2.6
Cc1ccc(OCC(=O)NN2C(=O)c3ccccc3C2=O)c(C)c1,93.0,9.7,-5.6,27.6,1.2,-5.0,-0.2,89.0,-2.2
COc1ccc(C(=O)NCCCNC(=O)c2ccccn2)cc1Br,101.0,21.2,-11.4,16.5,-1.2,1.0,-0.2,102.0,-0.3
COc1ccc(NC(=O)CC2C(=O)N(c3cccc(OC)c3)C(=O)N2CCC(C)C)cc1 (configuration not stated),86.0,-4.4,-16.1,25.9,-5.5,-9.0,-0.2,74.0,2.8
O=C(CN1C(=O)CCS(=O)(=O)c2ccccc21)NCc1ccccc1,98.0,10.4,-12.3,8.9,-1.8,-4.0,0.2,92.0,-0.8
COc1ccc(C(=O)N2CCN(Cc3ccccc3)CC2)cc1[N+](=O)[O-],104.0,45.3,-13.1,2.2,-0.1,11.0,1.8,103.0,1.1
COc1cc2c(cc1OC)C(c1ccccc1)CC2=O (configuration not stated),98.0,27.4,17.3,.,-6.2,16.0,-0.4,104.0,-1.6
COc1cccc2cc(S(=O)(=O)c3ccc(C)cc3)/c(=N/NS(=O)(=O)c3ccc(C)cc3)oc12,93.0,-85.7,-5.3,20.1,-7.1,-3.0,6.9,98.0,0.0
O=C(Cc1ccccc1)N1CCC(c2nc(-c3ccc(F)cc3)no2)CC1,102.0,3.6,-11.9,16.8,-8.7,9.0,6.0,102.0,7.2
COc1ccccc1CNC(=O)C(Cc1c[nH]c2ccccc12)NC(=O)OCc1ccccc1 (configuration not stated),101.0,-7.8,-11.7,26.0,-6.4,-2.0,0.8,98.0,0.8
CCOc1ccc(S(=O)(=O)N2CCC(C(=O)NCCc3ccc(S(N)(=O)=O)cc3)CC2)cc1,99.0,32.7,-8.8,14.7,-6.8,0.0,0.5,99.0,-0.4
CCC(=O)N1CCc2cc(S(=O)(=O)NC(C(=O)Nc3cccc(C)n3)C(C)C)ccc21 (configuration not stated),99.0,26.1,-6.8,28.4,-1.0,-2.0,-0.4,98.0,-2.1
CC1C(=O)Nc2ccccc2N1C(=O)c1c(F)cccc1F (configuration not stated),101.0,.,-14.5,-0.9,-14.9,6.0,3.3,103.0,1.6
O=C(Nc1cc(S(=O)(=O)N2CCCCC2)ccc1Cl)C1=NN(c2ccccc2)C(=O)CC1,92.0,31.9,-9.5,19.4,-0.8,-2.0,0.0,96.0,0.6
O=C(CSC1=NCCS1)Nc1ccc2ccccc2c1,106.0,56.8,-8.7,-8.2,-2.9,3.0,0.6,102.0,-0.5
O=C(CN1C(=O)C2(OCCO2)c2ccccc21)c1ccc(Br)cc1,97.0,20.7,-1.9,-16.1,.,0.0,-0.5,99.0,-1.2
CC(=O)NCC(=O)OCN1C(=O)c2ccccc2C1=O,95.0,-29.1,2.9,0.3,-3.0,-5.0,0.4,98.0,-0.2
COc1ccc(N(CC(=O)NCC2CCCO2)C(=O)CCC(=O)Nc2nccs2)c(OC)c1 (configuration not stated),99.0,50.8,-6.1,-6.5,-3.3,-3.0,0.5,103.0,-0.2
COc1cccc(C(=O)NCCN2CCN(c3ccccc3)CC2)c1,109.0,-7.8,-7.3,7.0,-9.5,3.0,0.9,108.0,0.5
O=C(Nc1ccc(O)c2c(=O)cc(-c3cccc(Cl)c3)oc12)c1ccc(F)cc1,93.0,4.0,.,19.8,-2.5,-11.0,-1.1,88.0,-0.9
CC(C)NC(=O)c1ccc(OC2CSC2)cc1,107.0,11.3,-1.3,5.5,-2.9,6.0,0.5,101.0,-1.0
CC1=NOC(=O)/C1=C/c1ccc(N(C)C)cc1,105.0,20.7,14.5,-9.1,-6.7,3.0,3.7,101.0,3.3
C=CCn1cccc(C(=O)Nc2ccc(Cl)cc2)c1=O,106.0,.,6.6,1.9,-12.9,4.0,6.2,102.0,5.2
CCCCSc1nc2c(c(=O)[nH]c(=O)n2C)n1CCc1ccccc1,107.0,32.6,.,.,.,2.0,0.1,100.0,0.3
CC(=O)Nc1ccc(NC(=O)CSc2nnc(-c3ccccc3)n2Cc2ccc3c(c2)OCO3)cc1,99.0,6.1,-5.1,7.5,-0.8,-2.0,0.2,102.0,-0.7
O=C1c2cccc3c(O)ccc(c23)C(=O)N1Cc1ccccc1,101.0,-6.0,-7.2,-8.0,-2.9,6.0,344.6*,98.0,302.2*
Cc1ccc2c(Cl)c(C(=O)NC3CC3)sc2c1,103.0,-2.0,-8.8,7.4,-3.6,2.0,.,103.0,.
CC(=O)Nc1sc(N/N=C/c2ccc(N(C)C)cc2)nc1-c1ccc(C)cc1,98.0,-16.6,-4.5,6.1,-5.7,4.0,.,102.0,.
COc1ccc(C2CC(c3ccc(Cl)cc3)=NN2C(C)=O)cc1 (configuration not stated),101.0,14.1,6.0,-1.2,-4.7,2.0,8.8,106.0,12.0
O=C(O)CCn1nnc(-c2ccccc2)n1,104.0,21.4,-2.8,-4.7,-5.6,0.0,2.8,104.0,0.5
COC(=O)c1ccc(COC(=O)CNC(=O)c2ccco2)cc1,102.0,8.3,-6.4,24.3,1.8,1.0,-0.1,96.0,-0.2
O=S(=O)(Nc1ccccc1N1CCCCC1)c1ccc(F)cc1,99.0,-1.6,-12.6,-2.7,5.4,-2.0,-1.0,99.0,-3.5
O=C(Nc1ccc(Oc2ccc(NC(=O)Nc3ccc([N+](=O)[O-])cc3)cc2)cc1)Nc1ccc([N+](=O)[O-])cc1,119.0,46.5,-1.3,20.6,-10.5,16.0,3.1,92.0,-0.2
O=C(Nc1ccon1)C1CCN(S(=O)(=O)c2cccs2)CC1,103.0,-10.4,-0.9,-3.9,-2.6,5.0,-0.5,105.0,2.1
CCn1c(C(c2ccccc2)c2ccccc2)n[nH]c1=S,98.0,99.8*,-9.1,0.6,12.0,0.0,-0.6,99.0,-1.9
CC1(C)Cc2cccc(OCC(=O)O)c2O1,113.0,5.7,0.1,1.1,-3.9,12.0,0.3,110.0,2.0
N/C(=N/OCc1cccc([N+](=O)[O-])c1)c1nonc1N,93.0,-3.4,4.0,18.7,-3.0,-6.0,-1.4,93.0,-2.2
C=CCNC(=O)[C@@H]1CSC2c3ccc(OC)c(OC)c3C(=O)N21 (some centres not stated),106.0,24.8,1.4,6.9,-9.1,13.0,-0.1,105.0,0.7
CC(C)(C)C(=O)C[n+]1cccc(C(N)=O)c1,100.0,-3.1,-11.5,-2.3,-4.2,0.0,0.7,98.0,0.1
COc1ccc(N2C(=O)C3CC(C)=C(C)CC3C2=O)c(OC)c1 (configuration not stated),101.0,-21.0,-2.8,-1.1,-2.7,1.0,-0.8,100.0,-1.0
O=c1c2c(nc3cc(-c4cccc(Cl)c4)[nH]n13)CCCC2,87.0,-12.8,4.8,9.7,1.3,-9.0,-0.4,99.0,-0.3
COC(=O)C1=C(C)OC(N)=C(C#N)C1c1cc(OC)c(OCC(N)=O)cc1Cl (configuration not stated),92.0,13.4,-14.3,-7.1,-5.8,-6.0,0.5,97.0,2.3
CCOC(=O)CC(NC(=O)CCS(=O)(=O)c1ccc2c(c1)n(C)c(=O)c(=O)n2C)c1ccc(C)cc1 (configuration not stated),102.0,38.2,3.0,10.8,-7.5,0.0,-0.5,101.0,0.1
N#CCCSc1ccccc1NC(=O)c1ccc(S(=O)(=O)N2CCCC2)cc1,94.0,32.9,-3.1,19.5,.,-9.0,.,95.0,.
Nc1nonc1C(=O)N/N=C/c1cccc([N+](=O)[O-])c1,101.0,11.1,-9.7,21.3,-1.7,-2.0,0.5,101.0,0.3
O=C(Cc1ccc(-c2ccccc2)cc1)NCCN1CCOCC1,102.0,-17.0,-4.1,-3.1,-1.1,1.0,2.2,103.0,1.7
O=C(c1cccc(C(F)(F)F)c1)N1CCC(O)(CS(=O)(=O)Cc2ccccc2)CC1,93.0,-10.0,-5.0,-2.4,-0.2,-1.0,1.0,97.0,0.9
CC(=O)c1cn(CC(=O)Nc2c(C)cccc2C)c2ccccc12,100.0,32.5,6.2,10.0,-4.5,1.0,2.1,98.0,0.1
COc1c(S(=O)(=O)NCCN2CCOCC2)ccc(Cl)c1Cl,101.0,3.2,-4.4,3.9,-5.6,2.0,0.7,99.0,0.3
C/C=C/C(=O)OCC(=O)NC(=O)NC(C)C,116.0,4.4,-9.3,-5.3,-4.3,6.0,2.1,102.0,0.5
Cc1cc(=O)[nH]c2ccc(S(=O)(=O)Nc3ccc(O)cc3)cc12,102.0,13.9,8.8,11.9,-6.0,-1.0,0.0,100.0,-0.1
Cc1ccc2nc(NC3=NC(CC(=O)O)C(=O)N3)nc(C)c2c1 (configuration not stated),97.0,19.2,-9.9,8.2,-7.3,-2.0,0.4,79.0,-0.4
Cc1nc2c(sc(=S)n2Cc2ccco2)c(=O)n1CC(=O)Nc1ccccc1,98.0,11.9,-9.9,9.5,5.0,4.0,0.5,99.0,-0.4
COc1ccc(N2C(=O)CC(c3ccccc3)C2=O)cc1 (configuration not stated),104.0,32.2,-14.6,.,-5.3,7.0,-1.8,108.0,0.7
CCCNC(=O)c1nn2cc(Br)cnc2c1Br,86.0,22.6,-12.3,5.6,-4.8,-5.0,0.1,88.0,-0.3
# Further records follow:
SMILES,MEKK2wt PB1 HTS,PHOSPHO1 block,GPR7 antag,NALP1 inh,GalR3 antagonist,MEKK2 mut-MEK5,V1aR counter,MEKK3 PB1 HTS,OXTR agonist
O=C(C1CCN(S(=O)(=O)N2CCCC2)CC1)N1CCCCC1,105.0,8.3,8.0,-2.7,0.5,5.0,-0.1,105.0,0.8
C/C(CC1(O)C(=O)N(C)c2ccccc21)=N\O (configuration not stated),105.0,-17.7,20.2,17.4,-5.2,6.0,-0.2,103.0,0.8
CCN(CCCNC(=O)c1ccc(N2CCCC2=O)cc1)c1cccc(C)c1,93.0,20.9,1.7,6.3,-3.0,-3.0,8.0,85.0,11.2
Nc1ncc(Br)cc1S(=O)(=O)NCCC(=O)N1CCN(c2ccccc2)CC1,99.0,46.9,-2.8,19.3,-0.1,2.0,-0.2,99.0,0.5

# Arranged by heavy-atom count (largest number first): some entries from above.
SMILES,MEKK2wt PB1 HTS,PHOSPHO1 block,GPR7 antag,NALP1 inh,GalR3 antagonist,MEKK2 mut-MEK5,V1aR counter,MEKK3 PB1 HTS,OXTR agonist
Nc1ncc(Br)cc1S(=O)(=O)NCCC(=O)N1CCN(c2ccccc2)CC1,99.0,46.9,-2.8,19.3,-0.1,2.0,-0.2,99.0,0.5
O=C(C1CCN(S(=O)(=O)N2CCCC2)CC1)N1CCCCC1,105.0,8.3,8.0,-2.7,0.5,5.0,-0.1,105.0,0.8
C/C(CC1(O)C(=O)N(C)c2ccccc21)=N\O (configuration not stated),105.0,-17.7,20.2,17.4,-5.2,6.0,-0.2,103.0,0.8
